# Bioassay records deposited in PubChem BioAssay by several laboratories.
# Wee1 degr inh = Wee1 degradation inhibitors, primary screen, cell-based, HeLa, Wee1K328M-luciferase, luminescence | Wee1-like protein kinase (Homo sapiens), P30291 | HeLa Luc-Wee1K328M stability; 100% = proteasome inhibitor MG132 effect | reporter increase, % at 5 µM | 220,000 tested, 1.2% active | AID 1321, 2008;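 active = activation above the mean of all tested compounds plus 3 SD, set per screening run, cut at about 8.8% in these data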;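 also: cells exposed to compound for 20 h before luminescence read; 0% = DMSO alone and 100% = MG132 at 30 µM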
# Runt-CBFb FRET = inhibitors of RUNX1 Runt–CBFb binding, primary screen, biochemical, FRET, Cerulean-Runt, Venus-CBFb, uHTS; Runt-related transcription factor 1 (Homo sapiens) + Core-binding factor subunit beta …; Cerulean-Runt/Venus-CBFb FRET ratio 530/480, 1 h; inhibition, % at 20 µM; 220,000 tested, 0.46% active; AID 1496, 2009;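 active = inhibition over about 50% at 20 µM in the single-dose screen, limit read from the data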;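 also: 0% = DMSO wells and 100% = excess unlabeled CBFb competitor control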
#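 Schedule: protein complex preformed 1 h, compound exposure 1 h, room temperature, dark; test system: Cerulean-labeled Runt domain protein; amount: 100 nM per protein; buffer or medium: Tris 50 mM pH 7.5, KCl, K2SO4, 0.01% BSA; read-out: loss of energy transfer signal; detection: FRET fluorescence; controls: 5 µM unlabeled CBFb as full-inhibition high control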
# Runt-SMMHC FRET = inhibitors of RUNX1 Runt–CBFb-SMMHC binding, primary screen, biochemical, FRET, Cerulean-Runt, Venus-CBFb-SMMHC, uHTS; Cerulean-Runt/Venus-CBFb-SMMHC FRET ratio 530/480, 1 h; inhibition, % at 20 µM; 220,000 tested, 0.74% active; AID 1434, 2008;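 active = mean inhibition across duplicate retests at 20 µM reaching about 50%, limit read from the data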;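 also: 0% = DMSO wells and 100% = wells with excess untagged CBFb-SMMHC; inhibitors lower the FRET ratio by blocking Runt binding to CBFb-SMMHC; some results filed as inactive read as strong as hits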
# Hck-Nef inh = inhibitors of Nef-activated human Hck kinase, primary screen, biochemical, Z-Lyte FRET, 384-well, Hck-YEEI; AID 463187, 2010; Recombinant Hck-YEEI plus Nef, Z-Lyte FRET kinase assay; Tyrosine-protein kinase HCK (Homo sapiens), P08631; 220,000 tested, 0.68% active; inhibition, % at 20 µM;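 active = Hck-Nef kinase inhibition above about 50%, limit read from the data; inactive = inhibition below that limit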;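 also: 0% = DMSO with Hck plus Nef and 100% = Hck alone without Nef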
# Target sequence (P08631 whole entry, looked up): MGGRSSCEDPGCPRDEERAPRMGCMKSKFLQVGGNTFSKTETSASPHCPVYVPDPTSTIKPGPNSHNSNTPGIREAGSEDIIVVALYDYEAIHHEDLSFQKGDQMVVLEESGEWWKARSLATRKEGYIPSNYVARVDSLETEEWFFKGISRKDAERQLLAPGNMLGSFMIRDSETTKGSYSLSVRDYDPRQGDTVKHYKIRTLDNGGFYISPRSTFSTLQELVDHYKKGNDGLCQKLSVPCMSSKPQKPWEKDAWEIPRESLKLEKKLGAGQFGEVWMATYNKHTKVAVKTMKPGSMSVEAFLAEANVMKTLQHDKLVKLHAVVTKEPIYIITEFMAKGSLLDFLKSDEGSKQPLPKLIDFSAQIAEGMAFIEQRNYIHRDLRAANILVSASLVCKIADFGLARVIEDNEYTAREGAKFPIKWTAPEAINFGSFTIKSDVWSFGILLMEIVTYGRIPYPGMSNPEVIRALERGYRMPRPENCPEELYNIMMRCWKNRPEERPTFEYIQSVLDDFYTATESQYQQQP
# KLK5 inh = human KLK5 protease inhibitors, primary screen, biochemical, 1536-well. Kallikrein-5 (Homo sapiens), Q9Y337. recombinant hK5, fluorogenic AMC substrate cleavage. inhibition, % at 5 µM. 210,000 tested, 0.59% active;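 active = inhibition of 40% or more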;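 also: 0% = enzyme controls without compound and 100% = no-enzyme blanks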
# Target sequence (Q9Y337 67-293 limits assumed): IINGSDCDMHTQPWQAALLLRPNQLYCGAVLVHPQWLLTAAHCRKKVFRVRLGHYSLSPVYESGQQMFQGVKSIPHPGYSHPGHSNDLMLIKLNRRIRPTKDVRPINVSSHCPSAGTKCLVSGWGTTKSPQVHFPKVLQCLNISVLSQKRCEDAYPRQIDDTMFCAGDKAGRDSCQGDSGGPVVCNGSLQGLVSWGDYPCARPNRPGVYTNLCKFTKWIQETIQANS
# Thrombin inh = human alpha-thrombin inhibitors, primary screen, counter-screen for coagulation protease inhibitor project, biochemical, 1536-well, fluorogenic AMC substrate. inhibition, % at 5 µM. Prothrombin (Homo sapiens), P00734. 220,000 tested, 0.26% active. Boc-VPR-AMC fluorogenic substrate cleavage. AID 1046, 2008;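 active = inhibition at or above 40%; inactive = inhibition below 40%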;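 also: 0% = enzyme with no compound and 100% = wells without enzyme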
#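 System: human alpha-thrombin protein; Compound dosing: one concentration per compound, 5 µM, with 0.2% DMSO; Timing: reaction at room temperature; Technique: AMC fluorescence, 355/460 nm; Controls: enzyme without compound as high, wells lacking enzyme as low.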
# 14-3-3 Bad PPI = inhibitors of 14-3-3 zeta/Bad binding, primary screen, biochemical, TR-FRET, bovine 14-3-3 zeta; 14-3-3 protein zeta/delta (Bos taurus), P63103; TR-FRET 14-3-3zeta/Dy647-pBad peptide displacement, 1 h; inhibition, % at 21.7 µM; 220,000 tested, 0.71% active; AID 781, 2007;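 active = inhibition above about 70%, limit read from the data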;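 also: 0% = full 14-3-3 plus peptide FRET controls and 100% = background without 14-3-3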
# Target sequence (P63103 whole entry, looked up): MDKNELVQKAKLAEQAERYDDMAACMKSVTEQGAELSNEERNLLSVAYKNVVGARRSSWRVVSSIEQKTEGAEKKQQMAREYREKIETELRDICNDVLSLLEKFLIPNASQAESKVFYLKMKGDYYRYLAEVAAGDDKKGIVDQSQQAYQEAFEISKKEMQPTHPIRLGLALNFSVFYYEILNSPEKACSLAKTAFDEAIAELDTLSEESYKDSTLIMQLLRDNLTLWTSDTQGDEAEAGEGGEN
# FXIIa inh 1536 = human FXIIa protease inhibitors, primary screen, biochemical, 1536-well; 220,000 tested, 0.3% active; inhibition, % at 5 µM; purified FXIIa, Boc-QGR-AMC fluorogenic substrate, 2 h; in the data active = inhibition above about 40%;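 also: 0% = enzyme with no compound and 100% = blank without enzyme; many of its hits are not listed in these tables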
# FXIa inh = human FXIa protease inhibitors, primary screen, biochemical, 1536-well. Coagulation factor XI (Homo sapiens), P03951. purified FXIa, Boc-Glu-Ala-Arg-AMC fluorogenic substrate. inhibition, % at 5 µM. 220,000 tested, 0.14% active. AID 798, 2007;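 active = inhibition of at least 40%; inactive = inhibition below 40%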;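 also: fluorescence of freed AMC excited at 355 nm; 0% = enzyme without compound and 100% = no enzyme blank; many of its hits are not listed in these tables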
# An asterisk follows results filed as active; nt = not tested or not shown; [ ] = dose if it differs, or a comment. Rows were taken by chance, and some 4.2% of all compounds hit somewhere here.
SMILES	Wee1 degr inh	Runt-CBFb FRET	Runt-SMMHC FRET	Hck-Nef inh	KLK5 inh	Thrombin inh	14-3-3 Bad PPI	FXIIa inh 1536	FXIa inh
O=C(OCCC1Oc2cccnc2NC1=O)c1ccc([N+](=O)[O-])cc1 (stereo not given)	-4	-1	-2	20	-7	-2	-18	2	-3
COc1ccccc1NC(=O)CCc1c(C)[nH]c(=O)c(C#N)c1C	1	-4	2	0	-4	-3	-2	-2	-6
C=CCc1cccc(/C=N/NC(=O)CCCNc2ccc(C)cc2)c1O	2	-1	1	-1	47*	20	5	5	8
CC(=O)Nc1ccc(S(=O)(=O)N2CCC(N(C)CCC(C)C)CC2)cc1	-3	0	-7	1	4	-2	-3	12	4
CC(=O)C1=C(c2ccccc2)NC(=O)NC1c1ccccc1OCC(=O)Nc1ccccc1 (stereo not given)	-3	1	2	-6	-18	1	-5	7	-9
COC(=O)c1sccc1NC(=O)c1c(C)c(-c2cccc(Cl)c2)nc2ccccc12	3	0	-2	-1	-5	0	1	5	9
O=C(/C=C\c1ccco1)c1ccc(NC(=O)c2ccco2)cc1	-2	28	-15	37	0	-6	12	6	1
Cc1nn(-c2ccc(Cl)cc2)c2sc(C(=O)N3CCN(c4ccccn4)CC3)cc12	-3	-7	4	2	16	4	0	15	-1
C#C[C@]1(O)CC[C@H]2[C@@H]3CCC4=C(CCC(=O)C4)[C@H]3CC[C@@]21C	0	0	4	-1	-3	-1	2	5	-4
Cc1ccsc1C1Nc2ccc3ncccc3c2C2=C1C(=O)CC(C)(C)C2 (stereo not given)	1	-3	-4	20	-8	0	-6	14	0
O=S(=O)(Nc1nc2ccccc2nc1N1CCc2ccccc2C1)c1ccc(Br)cc1	3	-1	0	2	-10	-6	-8	12	12
Cn1cc([N+](=O)[O-])c(C(=O)N/N=C\c2c[nH]c3ccccc23)n1	-1	0	0	30	-23	-2	-2	-7	-6
COc1cnn(-c2ccccc2)c(=O)c1OC	0	-1	2	16	-1	-3	1	5	-1
Cc1nc(CS(=O)(=O)c2ccc(Cl)cc2)cc(Sc2ccccc2Cl)n1	-2	-2	0	0	-32	-11	-9	12	1
CCn1ncc([N+](=O)[O-])c1C(=O)Nc1ccc(C(=O)N2CCCCC2)cc1	-1	-1	3	6	-16	-3	-2[fluorescence artefact?]	15	8
COc1ccc(-c2oc3ncn(Cc4ccco4)c(=N)c3c2-c2ccc(OC)cc2)cc1	-1	-6	-8	11	-7	3	1	16	9
CC(C)NC(=O)CCCn1c(=S)[nH]c2cc3c(cc2c1=O)OCO3	1	-2	0	0	1	4	10	27	19
CCCCC(=O)c1ccc(O)cc1	-2	-1	2	2	-23	-9	-20[fluorescence artefact?]	-7	-2
CCCCCCCC(=O)NNC(=O)c1c(O)c2ccccc2n(CC)c1=O	1	-2	0	-1	8	16	5	14	7
COc1ccc(C(=O)Nc2ccc(N3CCC(C)CC3)cc2)cc1Br	-2	-2	-5	11	3	-1	-4	10	0
O=c1cc(N2CCCCC2)c(-c2ccccc2)nn1Cc1ccc(Cl)cc1	-4	-5	0	1	-1	0	-4	7	0
COC(=O)c1cccc(NC(=O)CSc2nc(=O)cc(N)n2-c2ccccc2)c1	-2	3	-2	3	-23	4	-5	12	3
CCCCNC(=O)C1CCC(CNS(=O)(=O)c2ccc(NC(C)=O)cc2)CC1 (stereo not given)	-1	-2	4	-4	-11	-2	3	-2	-9
O=C(Cn1ncc2c1-c1ccccc1OC2)N1CCN(Cc2ccc3c(c2)OCO3)CC1	0	1	-2	0	-1	-1	2	13	4
O=C1CCSc2ccc(Cl)cc2N1Cc1ccc(Cl)cc1	2	-2	0	0	-3	1	5	14	0
CCC(=Nc1ccccc1O)C1=C(O)CC(c2ccccc2)CC1=O (stereo not given)	-4	6	-1	11	-3	-11	-2	0	-4
CC(C)(C)NC(=O)NC(=O)COC(=O)CCC1CCCCC1	-2	0	-8	-18	5	-4	8	-3	-5
CCOc1ccccc1NC(=O)N1CCC(c2nc3ccc(C)cc3[nH]2)CC1	4	0	-3	2	-3	2	8	11	-2
CCCN1CCN(C(c2cc3cc(OCC)ccc3[nH]c2=O)c2nnnn2C2CCCCC2)CC1 (stereo not given)	0	-2	-3	1	-12	-4	31	-26	-25
COC(=O)c1cnc(Oc2ccc(NC(=O)NC(=O)c3ccccc3Cl)cc2)cc1C(F)(F)F	2	0	3	13	8	-4	-4	3	-15
CSc1ccc(S(=O)(=O)Nc2ccc3c(c2)NC(=O)CC3)cc1	1	0	1	27	-6	-4	-4	-7	0
Cc1ccc(S(=O)(=O)Nc2cc(C(=O)Nc3cc(C)cc(C)c3)ccc2Cl)cc1	-2	-1	-1	2	9	1	0	6	1
CC(NC(=O)CSc1nnc(COc2ccccc2)o1)c1ccccc1 (stereo not given)	1	-2	-1	1	-29	1	3	13	-5
O=C(N/N=C/c1ccc([N+](=O)[O-])cc1)c1[nH]ncc1Br	7	0	-7	22	-3	-2	-17	8	2
COC(=O)c1cc(NC(=O)c2cccc(C(F)(F)F)c2)c(=O)oc1C/C=N/OCc1cccc(Cl)c1Cl	-1	-2	-22	1	-8	-4	nt	0	-13
O=c1[nH]c(=S)[nH]c2sccc12	-2	4	3	15	4	0	2	11	0
CCOc1ccc(S(=O)(=O)NCCC(=O)N2CCN(c3ccc(OC)cc3)CC2)cc1	11*	-2	1	-1	0	6	-8	9	0
CN(Cc1c(C(=O)N(C)Cc2ccccc2)nc2ccccn12)CC1Cc2ccccc2O1 (stereo not given)	0	-2	-8	4	nt	-1	1	8	-1
CCn1c(=O)cc(OCC(=O)NCc2cccnc2)c2ccccc21	-3	0	-3	-1	-25	-4	-4	0	-10
COc1cccc(-n2c(C)nc3c(cnn3-c3ccc(C)cc3)c2=O)c1	0	0	3	1	-7	3	-2	3	2
C1=Cc2ccccc2Nc2ccccc21	-2	10	1	12	6	-2	-4	3	-8
COc1ccc(-c2nnc(SCC(=O)Nc3ncc(C)s3)n2-c2ccccc2)cc1OC	9.9*	-4	-3	-1	3	14	1	26	12
COCCn1c(Cc2ccccc2)nnc1SCc1ccc([N+](=O)[O-])cc1	-2	-2	0	-3	-6	-10	34[fluorescence artefact?]	0	-6
Fc1ccc(Oc2nc(-c3ccccc3)nnc2C(F)(F)F)cc1	-4	1	6	-1	-11	2	6	21	3
CN(Cc1cccc(Cl)c1Cl)C(=O)c1ccc(NC(=O)CC#N)cc1	-1	-4	-4	1	-1	-7	-1[fluorescence artefact?]	2	-7
O=C(CCCC1=NS(=O)(=O)c2ccccc2N1)N1CCN(c2ccc(Cl)cc2)CC1	-1	-1	3	-5	-9	2	-3	14	8
COCCNC(=O)c1c(N)n(-c2cccc(C)c2)c2nc3ccccc3nc12	-1	60*	79*	60*	-271	-12	-5	-12	-10
Cc1[nH]nc2c1C(c1ccsc1)C(C#N)=C(N)O2 (stereo not given)	3	1	-2	0	-15	-2	2[fluorescence artefact?]	2	-2
O=S(=O)(NC1c2cccc3cccc(c23)C1Sc1ncccn1)c1ccccc1 (stereo not given)	4	-1	-2	3	-8	-7	-8	2	1
Cc1cc(C)cc(NC(=S)N(CCN(C)C)C(C)c2cccnc2)c1 (stereo not given)	-1	-2	1	5	-8	0	10	2	-5
COc1ccc(CCNC(=O)COC(=O)Cn2cnc3ccccc3c2=O)cc1	1	-1	-2	22	-1	2	2	9	0
COc1cc(C)c(N(C(C)=O)c2ccccc2)c(C)c1	-1	-4	-2	2	21	-5	-16[fluorescence artefact?]	-2	-8
CCOC(=O)C(C#N)c1ccccn1 (stereo not given)	3	1	2	3	-8	0	6	14	4
O=C(COC(=O)c1ccco1)NCc1ccc(F)cc1	-2	10	-2	17	-1	-6	-20	3	-1
COc1ccc(-n2c3c(cc(C(=O)Nc4cccc(C)n4)c2=O)C(=O)CC(C)(C)C3)cc1	2	-5	-1	20	5	2	-5	14	0
C/C(CC(O)(/C=N/O)c1ccccc1)=N\O (stereo not given)	-1	0	-1	1	7	2	35	15	-15

# Profiles, looked up by structure:
# Record of COc1ccc(CCNC(=O)COC(=O)Cn2cnc3ccccc3c2=O)cc1 = Wee1 degr inh = 1; Runt-CBFb FRET = -1; Runt-SMMHC FRET = -2; Hck-Nef inh = 22; KLK5 inh = -1; Thrombin inh = 2; 14-3-3 Bad PPI = 2; FXIIa inh 1536 = 9; FXIa inh = 0
# Record of O=C(COC(=O)c1ccco1)NCc1ccc(F)cc1 = Wee1 degr inh = -2; Runt-CBFb FRET = 10; Runt-SMMHC FRET = -2; Hck-Nef inh = 17; KLK5 inh = -1; Thrombin inh = -6; 14-3-3 Bad PPI = -20; FXIIa inh 1536 = 3; FXIa inh = -1

# (listing goes on)
SMILES	Wee1 degr inh	Runt-CBFb FRET	Runt-SMMHC FRET	Hck-Nef inh	KLK5 inh	Thrombin inh	14-3-3 Bad PPI	FXIIa inh 1536	FXIa inh
O=C(Nc1nnc(-c2ccco2)o1)c1ccc(S(=O)(=O)N2CCCC2)cc1	-1	1	0	-5	-15	8	-10	3	2
COc1ccc(-n2cnc3cc(NC(=O)c4ccco4)ccc32)cc1	0	-1	2	14	10	-3	-2[fluorescence artefact?]	11	-1
CC(C(=O)NCC1CCCO1)n1cc([N+](=O)[O-])cn1 (stereo not given)	2	3	0	-4	-5	2	-6	10	-2
COc1ccc2c(N)c(C(=O)NN)[nH]c2c1	2	2	0	20	-1	-4	17	1	0
Cc1ccc(S(=O)(=O)Cc2ccc(C(=O)N3CCc4ccccc4C3)o2)cc1	2	4	-2	9	-33	-4	8	6	-7
O=C(NC1CCCCC1)c1ccccc1NC(=O)C1CC1	1	-6	-4	-4	-1	3	5	13	12
COc1ccc(-c2nnc3sc(CCN4C(=O)c5ccccc5C4=O)nn23)cc1	0	0	73	-2	-4	-7	-7	-1	-10
Nc1nc(-c2ccc(Cl)cc2)cc(C(F)(F)F)n1	0	1	4	1	42*	10	-5	16	9
Nc1cccc(Oc2ccc3c(c2)C(=O)N(CC2CCCO2)C3=O)c1 (stereo not given)	3	1	-6	5	-1	-2	2	9	11
Cn1ccc(NC(=O)Nc2ccc(Cl)cc2)n1	2	1	-4	-3	1	-1	-8	6	2
COc1cc(C)c(S(=O)(=O)N2CCOCC2)c(C)c1C	2	-1	-1	15	-4	-5	-13	3	-5
